KB-V1 MDR tox – qHTS assay for MDR1-selective chemotherapeutics: Primary screen using the drug-selected MDR subline cells KB-V1; hit rate 3.4% among 400,000; KB-V1 MDR cells viability, CellTiter-Glo, 72 h; Potency, µM (top dose mostly 46.1 µM), for inactives: at the top dose activity change, negative = cytotoxicity, actives largely listed as cytotoxic; AID 1347076, 2019; also: potency is read from the fitted curve at half-maximal effect; % is scaled to controls: 0 for no effect and ±100 for the full control effect; nearly all actives have a fitted effect of over 60% in size
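Luminescent ATP read-out (CellTiter-Glo, 10 min) measures survival of drug-selected KB-V1 MDR cells after 72 h, 37 degrees C compound exposure. Medium: phenol-red-free DMEM, 10% FBS. Values from fitted concentration-response curves.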
MCF10A rerep – A quantitative high throughput screen for small molecules that induce DNA re-replication in MCF 10a normal breast cells | AID 624296, 2012 | MCF 10A DNA re-replication, Hoechst nuclear intensity, 48 h | Potency, µM (doses to about 46.1 µM), inactives show at the highest dose activity, positive = re-replication, usual class: activators | hit rate 2.9% among 350,000; also: potency is read from the fitted curve at half-maximal effect; % of control where 0% means no effect; nearly all actives have a fitted effect of over 50% in size
KB-3-1 cytotox – qHTS assay for MDR1-selective chemotherapeutics: Primary screen using the parental adenocarcinoma cell KB-3-1. Potency, µM (top dose mostly 46.1 µM), inactives show top-dose activity change, negative = cytotoxic, hits mostly cytotoxic. KB-3-1 viability, CellTiter-Glo ATP luminescence, 72 h. AID 1347075, 2019. hit rate 1.4% among 400,000; also: potency is read from the fitted curve at half-maximal effect; % is scaled to controls: 0 for no effect and ±100 for the full control effect; nearly all actives have a fitted effect of over 60% in size
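Screening of KB-3-1 cells (DMEM, 10% FBS, phenol-red free) ran from lowest to highest compound concentration; after 72 h at 37 °C viability was read luminescently and curves fitted.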
WRN helicase inh – qHTS for Inhibitors of WRN Helicase. Bifunctional 3'-5' exonuclease/ATP-dependent helicase WRN (Homo sapiens), Q14191. WRN helicase unwinding, fluorescent forked duplex, kinetic. hit rate 0.46% among 360,000. Potency, µM (top dose mostly 114 µM), inactives show at the highest dose activity change, negative = inhibition, most hits filed as inhibitors; also: potency is read from the fitted curve at half-maximal effect; % is scaled to controls: 0 for no effect and ±100 for the full control effect; nearly all actives have a fitted effect of over 55% in size
Target sequence (Q14191 whole entry, looked up): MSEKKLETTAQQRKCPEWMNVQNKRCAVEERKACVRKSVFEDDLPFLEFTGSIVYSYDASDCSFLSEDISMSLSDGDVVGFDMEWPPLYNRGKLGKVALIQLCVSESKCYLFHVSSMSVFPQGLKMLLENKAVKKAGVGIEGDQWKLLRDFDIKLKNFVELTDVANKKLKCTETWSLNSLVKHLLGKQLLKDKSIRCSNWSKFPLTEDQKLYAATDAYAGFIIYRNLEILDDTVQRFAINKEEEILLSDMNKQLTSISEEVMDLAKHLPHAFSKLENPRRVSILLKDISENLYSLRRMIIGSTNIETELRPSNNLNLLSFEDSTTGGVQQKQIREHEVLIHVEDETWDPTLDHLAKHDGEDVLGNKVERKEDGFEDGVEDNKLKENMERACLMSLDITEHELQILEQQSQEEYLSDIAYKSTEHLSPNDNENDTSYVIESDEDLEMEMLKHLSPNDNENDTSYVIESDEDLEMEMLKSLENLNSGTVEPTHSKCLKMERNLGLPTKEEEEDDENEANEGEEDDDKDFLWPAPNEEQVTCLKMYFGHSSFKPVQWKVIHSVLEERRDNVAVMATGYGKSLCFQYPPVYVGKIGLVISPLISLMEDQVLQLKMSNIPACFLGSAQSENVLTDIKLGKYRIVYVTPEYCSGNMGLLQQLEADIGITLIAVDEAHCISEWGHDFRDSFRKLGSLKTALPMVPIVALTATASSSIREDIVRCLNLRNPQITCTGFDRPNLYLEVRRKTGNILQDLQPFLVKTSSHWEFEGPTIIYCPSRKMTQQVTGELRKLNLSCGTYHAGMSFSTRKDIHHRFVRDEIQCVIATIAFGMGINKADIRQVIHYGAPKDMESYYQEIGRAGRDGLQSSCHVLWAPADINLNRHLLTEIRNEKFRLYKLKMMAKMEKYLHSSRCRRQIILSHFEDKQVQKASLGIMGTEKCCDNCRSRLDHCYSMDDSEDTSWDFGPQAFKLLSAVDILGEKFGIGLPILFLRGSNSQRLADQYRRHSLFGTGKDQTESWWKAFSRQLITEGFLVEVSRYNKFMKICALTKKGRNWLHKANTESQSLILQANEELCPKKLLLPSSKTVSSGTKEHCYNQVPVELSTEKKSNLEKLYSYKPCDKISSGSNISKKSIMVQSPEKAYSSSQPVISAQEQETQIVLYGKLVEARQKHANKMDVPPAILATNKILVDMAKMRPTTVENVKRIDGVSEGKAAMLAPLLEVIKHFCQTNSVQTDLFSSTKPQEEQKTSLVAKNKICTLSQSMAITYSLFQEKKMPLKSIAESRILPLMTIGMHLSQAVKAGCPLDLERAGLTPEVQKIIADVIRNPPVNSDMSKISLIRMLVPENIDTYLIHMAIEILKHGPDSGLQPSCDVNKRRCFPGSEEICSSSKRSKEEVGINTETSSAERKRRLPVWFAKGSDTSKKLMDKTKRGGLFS
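Enzyme (20 nM final) and test compound sit together 15 min at room temperature before substrate addition. Substrate is a single-forked duplex oligonucleotide (100 nM) labelled with fluorophore and quencher, with 2 mM ATP; helicase unwinding raises red fluorescence, read kinetically.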
SW480 rereplic – A quantitative high throughput screen for small molecules that induce DNA re-replication in SW480 colon adenocarcinoma cells; SW480 DNA re-replication, Hoechst DNA content imaging, 48 h; hit rate 1.8% among 340,000; Potency, µM (highest dose often 46.1 µM), for inactives: at the highest dose re-replication activation, most hits filed as activators; also: potency is read from the fitted curve at half-maximal effect; % of control where 0% means no effect; nearly all actives have a fitted effect of over 55% in size
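DNA re-replication was detected as more nuclei of elevated Hoechst intensity after 48 hr exposure to compound (23 nL pinned per well of 250 cells).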
ATXN2 expr inh – Primary qHTS for Inhibitors of ATXN expression | HEK-293 ATXN2-luciferase reporter, luminescence, 24 h | Potency, µM (top dose mostly 57 µM), inactives show at the highest dose activity change, negative = inhibition, actives largely listed as inhibitors | hit rate 0.72% among 360,000 | AID 1745845, 2022; also: potency is read from the fitted curve at half-maximal effect; % is scaled to controls: 0 for no effect and ±100 for the full control effect; nearly all actives have a fitted effect of over 55% in size
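qHTS (up to 57 uM final) was run with 24 h compound exposure of reporter cells at 37 °C. Each well was multiplexed: SteadyGlo luminescence measured ATXN2-luciferase expression after a fluorogenic Gly-Phe-AFC viability readout (25 uM final).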
HT1080 IDH1KD tx – qHTS for induction of synthetic lethality in tumor cells producing 2HG: qHTS for the HT-1080-IDH1KD cell line. HT-1080 IDH1 knockdown viability, ATP luminescence, 48 h. Potency, µM (top dose mostly 46.1 µM), for inactives: top-dose activity, negative = toxicity, hits mostly cytotoxic. hit rate 2% among 360,000;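 also: potency is read from the fitted curve at half-maximal effect; 0% = DMSO wells and -100% = cell-free medium wells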
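Assay cells: HT-1080 with IDH1 knockdown, 750 per well, RPMI/5% FBS. Exposure: 48 h at 37 °C following 2 h pre-incubation. Read: CellTiter-Glo luminescence; fitted concentration-response, curve class assigned.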
IL1B secr inh – qHTS for Inhibitors of Inflammasome Signaling: IL-1-beta AlphaLISA Primary Screen; activity change, % at 57.5 µM; THP-1 LPS/ATP IL-1B secretion, AlphaLISA, 16 h; stronger effect = lower value; hit rate 4.7% among 360,000; in the data active = activity change below about -50%; inconclusive = mostly about -30% to -49%; also: % is scaled to controls: 0 for no effect and ±100 for the full control effect
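Secreted IL-1B measured by AlphaLISA bead assay after 16 h compound exposure of THP-1 cells; compounds (final up to 57.5 uM) added 1 h before LPS (250 ng/mL) and ATP (1.25 mM) stimulation; lower signal means less secretion.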
HT1080NT lethal – qHTS for induction of synthetic lethality in tumor cells producing 2HG: qHTS for the HT-1080-NT fibrosarcoma cell line; HT-1080-NT fibrosarcoma viability, CellTiter-Glo ATP luminescence, 48 h; Potency, µM (highest dose often 46.1 µM), for the others: at the top dose activity, negative = less viability, usual class: cytotoxic; hit rate 1.6% among 360,000; AID 686970, 2013;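 also: NT is the 2HG producing partner of a matched IDH1 knockdown line; potency is read from the fitted curve at half-maximal effect; 0% = DMSO-treated cells and -100% = media-only wells without cells; nearly all actives have a fitted effect of over 55% in size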
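Toxicity toward the 2HG-producing NT line was scored as %Activity, normalised to DMSO and no-cell wells, from CellTiter-Glo luminescence after 48 hours' treatment.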
Active calls of the source: *; ? = inconclusive; / = not tested or not shown; [ ] = another dose, or the depositor's remark. Unless noted, calls follow the shape of the dose curve; as a rule, active = well fitted curve in the direction sought with a large enough effect; inconclusive = small, poorly fitted or top-dose-only effect, or another doubt; inactive = no such curve, though single readings can be large; an effect the other way counts as inactive or inconclusive.

Order of results: KB-V1 MDR tox, MCF10A rerep, KB-3-1 cytotox, WRN helicase inh, SW480 rereplic, ATXN2 expr inh, HT1080 IDH1KD tx, IL1B secr inh, HT1080NT lethal
COc1ccc(NC(=S)Nc2ccc3nc(C)c(C)nc3c2)cc1
  -7%, 7%, -1%, 2%, -1%, -2%, 1%, 38, 11%
O=C(C[C@H]1C[C@@H]2c3cc(NC(=O)c4ccc5c(c4)OCO5)ccc3O[C@@H]2[C@H](CO)O1)NCc1cc(F)ccc1F
  -3%, /, 8%, -3%, /, -10%, 0%, -5, -1%
Cc1ccc(S(=O)(=O)N2CCN(C(=O)Cn3nc(C)c([N+](=O)[O-])c3C)CC2)c(C)c1
  ?, 2%, 0%, 4%, 10%, 6%, 10%, -6, 2%
O=C(COC(=O)c1ccc(-c2ccccc2)cc1)Nc1ccccc1-c1ccccc1
  ?, 1%, -5%, -7%, -1%, -20%, -12%, 0, 0%
CCN(CC)S(=O)(=O)c1ccc(N2CCOCC2)c(NC(=S)NC(=O)c2ccco2)c1
  12%, ?, -13%, -13%, 0%, ?, -13%, ?, -24%
CC(C)C(=O)Nc1cccc(C(=O)Nc2ccc3c(c2)OCO3)c1
  -18%, 0%, 2%, -1%, -3%, 5%, 0%, 5, 6%
O=C1/C(=C/c2cccs2)SC(=S)N1NS(=O)(=O)c1ccccc1
  -3%, -2%, -5%, -14%, -10%, 3%, 6%, -3, 3%
O=C1CC(c2ccccc2)SC(N(c2ccccc2)c2ccccc2)=N1 (stereo unspecified)
  ?, ?, 7%, -1%, 25%, -35%, -3%, -16, 4%
Oc1ccc2ccc3[nH]cnc3c2c1
  -4%, 10%, -1%, -3%, -5%, /, 3%, 0, 11%
COc1ccc(C(C[N+](=O)[O-])c2c(C)cc3ccccn23)cc1 (stereo unspecified)
  -18%, 21µM*, -25%, -32%, ?, -5%[11.3 µM], ?, -7, ?
CC1CN(CCCCN2C(=O)c3ccccc3C2=O)CC(C)O1 (stereo unspecified)
  0%, -22%, 19%, -5%, 2%, 0%, 18%, 15, 21%
Cc1oc(-c2cccs2)cc1C(=O)N1CCC(C)(C(=O)NS(=O)(=O)C2CC2)C1 (stereo unspecified)
  2%, /, 0%, 0%, /, 2%, 8%, -9, 20%
O=C(c1cccnc1)N1N=C2CCCCCC2C1(O)C(F)(F)F (stereo unspecified)
  0%, 0%, 10%, -13%, -2%, 10%, 4%, -9, -2%
COC(=O)c1ccc(/C=N/NC(=O)CC(=O)NCc2cccnc2)cc1
  1%, 5%, -4%, 5%, 23%, -7%, -6%, 2, 5%
Cc1cnc(C(=O)OCC(=O)c2ccc(-c3ccccc3)cc2)cn1
  35%, 7%, 16%, 4%, -10%, 0%, 0%, 20, -3%
CCOc1ccc(NC2OCC(O)C(O)C2O)c([N+](=O)[O-])c1 (stereo unspecified)
  ?, -5%, 4%, 6%, 1%, -11%, 10%, 2, 25%
Cc1cc(NC(=O)COC(=O)[C@H](Cc2c[nH]c3ccccc23)NC(=O)c2ccc(F)cc2)no1
  3%, -5%, -1%, 6%, -2%[9.22 µM], 3%, 9%, 20, 7%
Cn1c(N)c(C(=O)CSc2nnc(-c3cccs3)n2C2CC2)c(=O)[nH]c1=O
  39%, -1%, 1%, -6%, -3%, 2%, 15%, -2, 10%
CC(C)[C@H](NC(=O)NCc1ccco1)C(=O)O
  6%, 2%, -5%, -4%, -4%, 0%, 10%, 21, 18%
O=C1NC(=O)C(Cc2c[nH]c3ccccc23)N1 (stereo unspecified)
  18%, -1%, 0%, -5%, -13%, -2%, -1%, 21, 9%

Of the compounds above, these have a furan ring, fused or not.
Order of results: KB-V1 MDR tox, MCF10A rerep, KB-3-1 cytotox, WRN helicase inh, SW480 rereplic, ATXN2 expr inh, HT1080 IDH1KD tx, IL1B secr inh, HT1080NT lethal
CCN(CC)S(=O)(=O)c1ccc(N2CCOCC2)c(NC(=S)NC(=O)c2ccco2)c1
  12%, ?, -13%, -13%, 0%, ?, -13%, ?, -24%
Cc1oc(-c2cccs2)cc1C(=O)N1CCC(C)(C(=O)NS(=O)(=O)C2CC2)C1 (stereo unspecified)
  2%, /, 0%, 0%, /, 2%, 8%, -9, 20%
CC(C)[C@H](NC(=O)NCc1ccco1)C(=O)O
  6%, 2%, -5%, -4%, -4%, 0%, 10%, 21, 18%

Compounds above that contain a halogen, in the order listed:
Order of results: KB-V1 MDR tox, MCF10A rerep, KB-3-1 cytotox, WRN helicase inh, SW480 rereplic, ATXN2 expr inh, HT1080 IDH1KD tx, IL1B secr inh, HT1080NT lethal
O=C(C[C@H]1C[C@@H]2c3cc(NC(=O)c4ccc5c(c4)OCO5)ccc3O[C@@H]2[C@H](CO)O1)NCc1cc(F)ccc1F
  -3%, /, 8%, -3%, /, -10%, 0%, -5, -1%
O=C(c1cccnc1)N1N=C2CCCCCC2C1(O)C(F)(F)F (stereo unspecified)
  0%, 0%, 10%, -13%, -2%, 10%, 4%, -9, -2%
Cc1cc(NC(=O)COC(=O)[C@H](Cc2c[nH]c3ccccc23)NC(=O)c2ccc(F)cc2)no1
  3%, -5%, -1%, 6%, -2%[9.22 µM], 3%, 9%, 20, 7%

(further entries)
Order of results: KB-V1 MDR tox, MCF10A rerep, KB-3-1 cytotox, WRN helicase inh, SW480 rereplic, ATXN2 expr inh, HT1080 IDH1KD tx, IL1B secr inh, HT1080NT lethal
OC(c1cccnc1)c1nc(-c2cccc(F)c2)cs1 (stereo unspecified)
  2%, /, 0%, -3%, /, 10%, 6%, -11, 1%
Cc1cc(C)c(S(=O)(=O)NC(CC(=O)O)c2cccc([N+](=O)[O-])c2)c(C)c1 (stereo unspecified)
  -12%, -3%, -2%, -1%, ?, -6%, -5%, 12, -4%
Cc1cc([N+](=O)[O-])nn1CC(=O)N/N=C/c1ccccc1Br
  ?, -1%, 0%, -6%, -15%, -20%, -7%, 1, -8%
NS(=O)(=O)c1ccc(CCNC(=O)C(=O)Nc2cc3c4c(c2)CC(=O)N4CCC3)cc1
  8%, 2%, 3%, -3%, 2%, 10%, -1%, 7, -2%
COc1cc2c(cc1OC)CN(C(=O)Cc1ccccc1)CC2
  2%, 5%, 9%, -1%, 12%, -33%, 2%, 9, 8%
COc1ccc(CNC(=O)CCS(=O)(=O)c2ccc3c(c2)CCN3C(C)=O)cc1
  20%, 9%, 2%, -1%, 0%, 5%, ?, 15, 9%
Cc1ccc(C(=O)NCc2ccco2)o1
  5%, 0%, 0%, -19%, -4%, -7%, 4%, -14, 15%
Cc1oc(-c2ccccc2Cl)nc1Cn1cccc1C1=NC(c2ccccc2)CO1 (stereo unspecified)
  ?, ?, ?, 3%, 2%, 54%[activator], ?, 5, -27%
Cc1ccc(C2=NN(C)c3nc4ccccc4n3C2)cc1
  -6%, ?, -9%, -34%, ?, 31%[activator], -15%, 11, -9%
O=C(Cc1cc(=O)oc2cc(O)ccc12)N[C@@H](Cc1c[nH]c2ccccc12)C(=O)O
  -2%, 11%, 3%, -3%, ?, -9%, 13%, 11, 9%
COc1ccc2ccccc2c1CN(C)Cc1ccccc1
  ?, 14%, 0%, 4%, -3%, /, -9%, -28, -18%
Cc1nc(Oc2ccccc2)c2oc3ccccc3c2n1
  ?, -1%, -4%, -8%, -1%, -3%, -15%, 8, -2%
CCCCOc1ccc(-c2nnc(-c3ccco3)o2)cc1
  -4%, ?, 14%, -6%, -1%, 1%, 10%, -9, 2%
NC(Cc1ccc(Cl)cc1)c1csc(Nc2nccc(C(F)(F)F)n2)n1 (stereo unspecified)
  ?, /, ?, 0%[57.1 µM], /, ?, 23µM*, -56*, 16µM*
N#C/C(=N\Nc1ccc(F)cc1)C(=N)N1CCCCCC1
  0%, 2%, 11%, 6%, 3%, 58%[activator][11.3 µM], 0%, -14, -11%
O=S(=O)(Cc1cc(N2CCOCC2)nc(-c2ccccn2)n1)c1ccccc1
  -24%, ?, -8%, -5%, -5%, -15%, -2%, -12, -8%
O=C(C1=COCCO1)N1CCN(S(=O)(=O)c2cccc(Cl)c2Cl)CC1
  -17%, 12%, 0%, 1%, 3%, -3%, 3%, -6, 0%
ClCCn1cnc2c(SCc3ccccc3)ncnc21
  6.5µM*, 16%, 4.1µM*, -1%, ?, 125%[activator], ?, -55*, 1%
COCCCNC(=S)NNC(=S)Nc1ccccc1
  -3%, -11%, 12%, -14%, 72%, -12%, 2%, /, 9%
CN(C)CCCOC(=O)c1cc2ccccc2o1
  3%, 1%, -1%, 5%, -11%, -6%, 4%, 6, 0%
COc1ccc(C(=O)Nc2ccc(Cl)c(S(=O)(=O)Nc3ccccc3OC)c2)cc1
  2.3µM*, 9%, ?, -16%, 3%, ?, ?, -1, -3%
COc1cccc(NS(=O)(=O)c2ccc3c(c2)C2C=CCC2C(c2ccc(C(=O)O)cc2)N3)c1 (stereo unspecified)
  3%, -77%[inhibitor], 7%, 45µM*, -14%, -3%, 5%, 13, 6%
CC(C)(C)NC(=O)CN(Cc1ccc2c(c1)OCO2)C(=O)CCC(=O)Nc1nccs1
  3%, -8%, 1%, 3%, 1%, 6%, -1%, -3, 5%
O=C(Nc1nc2ccc([N+](=O)[O-])cc2s1)C1CCCO1 (stereo unspecified)
  -11%, -1%, 1%, 0%, -3%, /, 0%, ?, -1%

From PubChem
